Source: PubChem
NOD1 inhibition = NOD1 signaling inhibitors, primary screen, cell-based, luminescence, uHTS (AID 1578). NOD1-driven NF-kB luciferase reporter cells, luminescence; higher % means a stronger effect. inhibition, % at 4 µM; hits with a dose series show EC50 in µM. actives 1% (n = 290,000); in the data active means inhibition mostly above about 36%, no sharp cut-off; inactive means mostly below about 34%;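 further: HEK-293T reporter cells stimulated with the NOD1 agonist gamma-tri-DAP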
LYP phosphatase = PTPN22 lymphoid phosphatase activity blockers – biochemical, fluorescence intensity, uHTS (AID 1779); recombinant LYP phosphatase, fluorescence intensity; higher % means a stronger effect; actives 0.054% (n = 290,000); inhibition, % at 11.5 µM; hits with a dose series show IC50 in µM;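 further: plate controls were vehicle with enzyme for no effect and no enzyme for full effect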
KOR beta-arrestin-1 = kappa opioid receptor activators – cell-based, luminescence, uHTS, primary screen (AID 1777) | KOR beta-arrestin recruitment, luminescence; higher % means a stronger effect | activation, % at 10 µM; hits with a dose series show EC50 in µM | actives 0.02% (n = 280,000); in the data active means activation above about 50%, passing the limit was not always enough; further: a part of the inactive calls stands beside numbers as strong as those of hits
PhoP inhibition = PhoP-dependent GFP reporter repression – Salmonella Typhimurium, primary screen (AID 1863); S. Typhimurium PhoP-regulated promoter GFP reporter, 4 h; higher % means a stronger effect; one-dose inhibition, % at 50 µM; IC50 in µM for titrated hits; actives 0.16% (n = 300,000);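 active means inhibition over 29.93%, a cutoff 3 SD above the screen mean, later confirmed by dose response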;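 further: 0% = low Mg2+ inducing control and 100% = high Mg2+ repressing control; strong numbers were not always called active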
KOR beta-arrestin-2 = KOR antagonists, beta-arrestin recruitment, cell-based, luminescence, uHTS (AID 1778); inhibition, % at 10 µM; hits with a dose series show IC50 in µM; KOR beta-arrestin recruitment, luminescence, antagonist mode; higher % means a stronger effect; actives 0.091% (n = 290,000); further: strong numbers were not always called active
HIV fusion peptide = cell-free HIV fusion peptide-binding blockers – biochemical, uHTS, fluorescence dequenching, primary screen (AID 1986); one-dose inhibition, % at 20 µM; IC50 in µM for titrated hits; actives 0.3% (n = 290,000); cell-free peptide binding, fluorescence dequenching, 30 min; higher % means a stronger effect; in the data active means inhibition mostly above about 52%, no sharp cut-off; inactive means mostly below about 76%; further: some results filed as inactive read as strong as hits
Myeloid diff MLP = promotes myeloid progenitor differentiation. actives 1% (n = 360,000). ER-HoxA9 myeloid progenitors, lysozyme-GFP differentiation, flow cytometry. calls only at 10 µM;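 active means normalized GFP-positive differentiation at or above the plate's own cutoff, the solvent-only control mean plus 3 SD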;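 further: cells exposed to compound for four days before flow analysis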
SIAH1 antagonists = blockers of Siah-1 interaction with plectin peptide – biochemical, fluorescence polarization, rhodamine-plectin, uHTS, primary screen (AID 1817) | Siah-1 / rhodamine-plectin peptide fluorescence polarization; higher % means a stronger effect | displacement, % at 20 µM; hits with a dose series show IC50 in µM | actives 0.02% (n = 290,000);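 active means displacement of at least 50% at 20 µM, with a fluorescence ratio check between 0.3 and a set limit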;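 further: plate controls were Siah plus tracer with DMSO for no effect and tracer alone without Siah for full effect; strong numbers were not always called active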
HEK293 NOD2/NF-kB = NOD2 signaling inhibitors, cell-based, luminescence, uHTS, HEK293 (AID 1566). HEK293 NOD2/NF-kB luciferase reporter, luminescence; higher % means a stronger effect. one-dose inhibition, % at 4 µM; EC50 in µM for titrated hits. actives 0.63% (n = 290,000); further: many of its hits are not listed in these tables
Myeloid diff MLP GFP+ MAC1+ % = recorded beside Myeloid diff MLP, whose call it bears; GFP+ MAC1+ double positive, %; measured here: differentiation confirmed by MAC1 staining
An asterisk follows results filed as active; i = inactive; · = not tested or not shown; [ ] = another dose, or the depositor's remark. Unless noted, no stated cut-off is given here; in the data, active means inhibition above about 50%; inactive means the rest. The list is partial (hit frequency here may not be typical).

Sample of the layout (four entries):
SMILES | NOD1 inhibition | LYP phosphatase | KOR beta-arrestin-1 | PhoP inhibition | KOR beta-arrestin-2 | HIV fusion peptide | Myeloid diff MLP | Myeloid diff MLP GFP+ MAC1+ % | SIAH1 antagonists | HEK293 NOD2/NF-kB
Cc1cc(-c2ccccc2)nc2oc(C(=O)NN)c(N)c12 | -6% | -1% | -0.3% | -5% | 26% | 1.9% | i | 0.7 | 2% | 13%
CCc1nc(SCC(=O)O)c2c3c(sc2n1)COC(C)(C)C3 | 4% | -5% | 10% | 9% | -25% | 0.0% | i | 0.4 | -5% | -20%
COc1cc(OC)cc(C(=O)N2CCC(C(=O)Nc3ccc4c(c3)OCCO4)CC2)c1 | -19% | -10% | 0.5% | 4% | 31% | 1.2% | i | 1.0 | 6% | 11%
CC(Sc1nc(-c2ccc(F)cc2)cs1)C(=O)Nc1ccc(Cl)cn1 (stereo not given) | -35% | 4% | 2.2% | 8% | -26% | 1.3% | i | 0.4 | 2% | -6%

All compounds of this part, repeating the preview:
SMILES | NOD1 inhibition | LYP phosphatase | KOR beta-arrestin-1 | PhoP inhibition | KOR beta-arrestin-2 | HIV fusion peptide | Myeloid diff MLP | Myeloid diff MLP GFP+ MAC1+ % | SIAH1 antagonists | HEK293 NOD2/NF-kB
Cc1cc(-c2ccccc2)nc2oc(C(=O)NN)c(N)c12 | -6% | -1% | -0.3% | -5% | 26% | 1.9% | i | 0.7 | 2% | 13%
CCc1nc(SCC(=O)O)c2c3c(sc2n1)COC(C)(C)C3 | 4% | -5% | 10% | 9% | -25% | 0.0% | i | 0.4 | -5% | -20%
COc1cc(OC)cc(C(=O)N2CCC(C(=O)Nc3ccc4c(c3)OCCO4)CC2)c1 | -19% | -10% | 0.5% | 4% | 31% | 1.2% | i | 1.0 | 6% | 11%
CC(Sc1nc(-c2ccc(F)cc2)cs1)C(=O)Nc1ccc(Cl)cn1 (stereo not given) | -35% | 4% | 2.2% | 8% | -26% | 1.3% | i | 0.4 | 2% | -6%
COc1ccc(-n2nc(C(=O)NCC(=O)N3CCN(C)CC3)c3ccccc3c2=O)cc1 | -35% | -7% | -4.4% | -5% | -23% | 1.6% | i | 0.7 | 14% | 13%
Cc1cc(NC(=O)Cn2c(=O)c3c(ncn3CCC(C)C)n(Cc3ccccc3)c2=O)no1 | 24% | -9% | 9.9% | -1% | 1% | 0.5% | i | 1.5 | -2% | 2%
COc1cc(/C=C2\SC(=S)N(CC(=O)O)C2=O)ccc1OC(=O)c1ccco1 | -8% | -9% | -0.1% | 1% | 14% | 6.9% | i | 0.9 | -8% | 20%
O=C(NCCCc1ccccc1)C1CCC(=O)N(CCc2ccc(Cl)cc2)C1 (stereo not given) | -34% | -8% | 1.0% | -4% | 8% | -0.3% | i | 0.5 | -1% | -14%
CCC(=O)N1C(=O)CCN(C(C)=O)c2ccccc21 | -11% | -2% | -1.3% | -4% | -28% | -3.8% | i | 1.0 | -5% | 14%
CS(=O)(=O)Nc1ccc(C(=O)NCCSCc2ccccc2)cc1 | 11% | -2% | · | 1% | 9% | -1.6% | i | 0.2 | -10% | 11%
Cc1c(O)ccc(C(=O)COc2ccc(F)cc2)c1O | -26% | -8% | -2.7% | -2% | 12% | 4.6% | i | 1.1 | -1% | -44%
Cc1cc(C)cc(OCC(=O)O/N=C(\N)c2ccccc2Cl)c1 | -8% | -5% | 0.5% | -4% | -6% | 0.8% | i | 0.3 | 4% | 13%
O=C(CN(C(=O)CCC(=O)Nc1nccs1)c1ccc(F)cc1)NCCc1ccccc1 | -10% | -8% | 11% | 5% | -15% | -0.2% | i | 0.6 | -4% | -1%
COc1ccc(OCC(=O)N/N=C/c2ccc(OC)c(OC)c2C(=O)O)cc1 | -14% | 53%* | -2.6% | 2% | 33% | -2.1% | i | 0.9 | 6% | 13%
CCc1ccccc1NC(=O)COC(=O)C1CC(=O)N(c2ccc(F)cc2)C1 (stereo not given) | -32% | -6% | -4.0% | -11% | 3% | 1.0% | i | 0.8 | -3% | 2%
CCOc1ncccc1C(=O)N(C)CC(=O)Nc1ccc(C)cc1 | -36% | -6% | -3.8% | -13% | -4% | 1.5% | i | 0.8 | 3% | 7%
CCC(=O)Nc1cccc(NC(=O)CSc2nc3c(c(=O)n(C)c(=O)n3C)n2C)c1 | 21% | -5% | -0.4% | 0% | -10% | 0.5% | i | 0.4 | -2% | -1%
CC(=O)Nc1ccc(NC(=O)c2ccc(C3SCC(=O)N3CCc3ccccc3)cc2)cc1 (stereo not given) | -28% | 4% | 4.8% | 4% | · | 2.7% | i | 1.0 | -2% | 30%
CCC(CC)C(=O)Nc1nnc(SCC(=O)N2CCN(c3ccccc3OC)CC2)s1 | -16% | 1% | -0.8% | -8% | -12% | -2.6% | i | 0.7 | 0% | -9%
O=C(COC(=O)CNC(=O)c1ccccc1)Nc1ccc(S(=O)(=O)N2CCOCC2)cc1 | -54% | -1% | 6.3% | -9% | -29% | 0.7% | i | 1.4 | 7% | -17%
COC(=O)c1ccc(C(=O)OCCCc2nc3ccc(N)cc3[nH]2)cc1 | -24% | -4% | -0.3% | -7% | -28% | -3.1% | i | 1.0 | 14% | 11%
C=CCn1c(=O)c(C(=O)NCCc2ccccc2)c(O)c2ccccc21 | 1% | -2% | -2.3% | 2% | 14% | 1.3% | i | 6.1 | 2% | 21%
Cc1cc2c(NC(=O)CC(C)(C)CC(=O)O)cccc2nn1 | -10% | -10% | 4.0% | -3% | 7% | -1.7% | i | 0.3 | 4% | 17%
O=C1CCN=C(Nc2ccc(F)cc2)N1Cc1ccccc1 | -1% | -9% | 4.1% | 6% | -44% | -1.2% | i | 1.3 | 4% | -2%
CN1CCN(S(=O)(=O)c2ccc(NC(=O)c3cccs3)cc2)CC1 | -14% | -6% | 0.8% | 5% | 40% | 1.3% | i | 0.7 | 3% | 12%
(further entries)
SMILES | NOD1 inhibition | LYP phosphatase | KOR beta-arrestin-1 | PhoP inhibition | KOR beta-arrestin-2 | HIV fusion peptide | Myeloid diff MLP | Myeloid diff MLP GFP+ MAC1+ % | SIAH1 antagonists | HEK293 NOD2/NF-kB
Cc1ccc2nc(SC(C)C(=O)N3CC(C)OC(C)C3)[nH]c2c1 (stereo not given) | -35% | -7% | -6.0% | 7% | 1% | -3.2% | i | 0.6 | 3% | 4%
O=C(O)CSc1ncnc2c1oc1ccccc12 | -1% | -4% | -1.2% | -1% | -6% | -1.3% | i | 1.2 | 3% | 0%
NC(=O)COC(=O)CCSc1ccc(Cl)cc1 | -34% | -3% | 1.2% | 3% | 11% | 0.7% | i | 0.2 | 2% | -3%
CCc1ccc(CN(C)C(=O)c2ccc3c(=O)n4c(nc3c2)CCC4)cc1 | -38% | -9% | -4.3% | -4% | 30% | -0.9% | i | 0.7 | -2% | 8%
COc1ccc(S(=O)(=O)NC(CC(=O)NCc2ccco2)c2ccco2)cc1 (stereo not given) | -12% | 0% | 1.7% | 7% | -19% | 1.7% | i | 0.8 | 0% | 1%
CNC(=O)c1ccsc1NC(=O)c1ccc2c(c1)CCCC2 | -39% | -1% | -0.2% | -5% | -13% | 2.3% | i | 4.8 | 7% | -11%
O=C(COc1ccc(Br)cc1)OCc1nnc(-c2ccccc2)o1 | -23% | -4% | -2.7% | -1% | 12% | -2.0% | i | 1.2 | 2% | -8%
COc1cc2nc(CN(C)Cc3ccc(OC)c(OC)c3OC)[nH]c(=O)c2cc1OC | -42% | -4% | -4.3% | -5% | 4% | -0.2% | i | 0.2 | -6% | -6%
O=C(NC(=S)Nn1cnc2c(cnn2-c2ccccc2)c1=O)c1ccccc1 | -33% | 1% | 0.9% | -9% | 44% | 1.5% | i | 0.3 | 18% | 3%
COc1ccc(/C=N/NC(=O)c2nn(-c3ccc(C)c(C)c3)c(=O)c3ccccc23)cc1 | -22% | 0% | -2.5% | 13% | -3% | 2.5% | i | 0.4 | 5% | 5%
O=C(Nc1ccccn1)C(=O)Nc1ccccn1 | -3% | -5% | -5.2% | -2% | 10% | 0.9% | i | 0.3 | 0% | -46%
COCc1cc(C)nc(OCC(=O)N/N=C/c2ccc(O)cc2)c1C#N | -24% | 2% | 0.5% | 12% | -16% | -0.8% | i | 0.6 | 15% | 10%
Cc1ccc2c(c1)C(N1CCCC1=O)CC(c1ccco1)N2 (stereo not given) | -114% | -17% | 7.4% | -9% | 14% | 3.7% | i | 0.0 | -3% | -116%
O=C(NNC(=O)c1cc2cc(OC(F)(F)F)ccc2[nH]1)c1cccc(C(F)(F)F)c1 | 0% | 1% | -1.6% | 10% | 24% | 3.9% | i | 0.3 | -1% | 13%
C(=N\N(Cc1ccccc1)c1ccccc1)/c1ccco1 | -31% | 0% | 1.3% | 8% | -21% | 0.7% | i | 0.2 | 1% | 12%
COc1ccc(-c2cc(C(=O)N3CCN(c4ccc(F)cc4)CC3)no2)cc1 | 0% | -4% | 0.9% | 9% | -19% | -0.7% | i | 0.0 | -1% | 34%
CCN(CC)CCN=CC1=C(O)CNC1=O | -5% | -7% | -4.1% | 0% | 0% | 9.2% | i | 0.2 | 9% | -7%
COc1ccccc1N(CC(=O)NCc1ccc(F)cc1)C(=O)CCC(=O)Nc1ccccn1 | -21% | -2% | · | · | -13%[20 µM] | 0.5% | i | 0.1 | 8% | 13%
COc1ccc(Nc2ncnc3sccc23)c(OC)c1 | -21% | -15% | -0.2% | 14% | -8% | -2.8% | i | 0.5 | -5% | -37%
COc1ccc(-c2nnc(SCC(=O)N3CCCCC3)o2)cc1OC | -36% | -2% | -4.8% | 2% | 18% | -1.1% | i | 1.0 | 2% | 1%
O=C(Nc1nccs1)c1ccc(N2C(=O)C3CCCCC3C2=O)cc1 (stereo not given) | -20% | -5% | -6.8% | 3% | -33%[20 µM] | -0.6% | i | 0.3 | -1% | -6%
Cc1cc(C)c2c(CN3CCCCC3)cc(=O)oc2c1 | -4% | -8% | 4.0% | -1% | 19% | -1.6% | i | 0.2 | 2% | 6%
CC1(C)CC(=O)C=C(NCC2CCCO2)C1 (stereo not given) | -14% | 1% | -8.9% | -2% | -20% | -1.1% | i | 1.9 | -1% | 8%
COc1ccc(N/C=C2/Sc3ccccc3NC2=O)cc1 | 11% | 4% | 7.2% | -6% | -30% | 0.6% | i | 0.2 | -4% | -171%
O=C1CC(C(=O)N2CCN(c3ccc(F)cc3)CC2)CN1CCc1ccccc1 (stereo not given) | -15% | -6% | -0.4% | 6% | 3% | 0.2% | i | 1.7 | 0% | -1%
Cc1ccc(NC(=O)NNC(=O)C2CCN(Cc3ccc(F)cc3Cl)CC2)cc1 | -30% | -9% | -2.9% | -10% | -7% | -0.9% | i | 0.0 | -8% | -4%
CC(C)CCN(C)C1CCN(S(=O)(=O)c2cccc(C(F)(F)F)c2)CC1 | -12% | 0% | -4.3% | 13% | -26% | -2.5% | i | 1.0 | -3% | -10%
CC1CCN(c2cc(N3CCC(C)CC3)c([N+](=O)[O-])cc2/C=C(\C#N)c2nn(-c3ccccc3)c(N)c2C#N)CC1 | 1% | 0% | -2.7% | 0% | -6% | -0.1% | i | 2.2 | 2% | 0%
Cc1cccc(C(=O)NNS(=O)(=O)c2ccccc2[N+](=O)[O-])c1 | 14% | -8% | -1.5% | -6% | 8% | -1.1% | i | 0.0 | -2% | 14%
c1cnc(Nc2nc(-c3ccc4ccccc4c3)cs2)nc1 | 39% | -4% | 1.6% | -6% | -72% | -0.7% | i | 5.8 | -4% | -106%
